Assay outcomes from PubChem.
DENV2 CPE = DENV2-induced cell death inhibition; DENV2-infected cells, cytopathic effect rescue, plate reader; CPE inhibition, % at 9.99 µM; 1.7% of 350,000 active; AID 651640; in the data active = CPE inhibition above about 20%, passing the limit was not always enough; inconclusive = no clear call, values can overlap the other calls; tested in BHK-21 cells;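 also: 0% = median of neutral control wells and 100% = median of positive control wells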
PAX8 reporter = inhibitors of PAX8 transcriptional activity in RMG-I cells | 1.2% of 360,000 active | RMG-I TPO-luciferase reporter, SteadyGlo, 24 h | AID 652154 | inhibition, % at 12.6 µM;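 active = mean replicate inhibition at least 60% with every replicate also reaching 60%; inconclusive = only one of the two criteria is met; inactive = mean below 60% and not all replicates reaching 60%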;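 also: luciferase light reporting Pax8 driven TPO promoter activity; plate controls were median of neutral control wells for no effect and mitoxantrone controls for full effect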
GSIS activator = GLuc luminescence reporter in INS-1E cells, primary screen for activators of glucose-dependent secretion of insulin. 0.61% of 370,000 active. activation, % at 16.6 µM. INS-1E GLuc reporter insulin secretion, 2-3 h;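 active = lowest replicate activation of at least 40%, so every replicate reaches that level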;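 also: 0% = median of neutral control wells and 100% = median of IBMX positive control wells; some compounds called inactive have numbers as strong as hits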
CFTR F508del cor = correctors of CFTR F508del function in bronchial epithelial cells | 0.36% of 350,000 active | AID 720511 | CFBE cells, YFP halide quenching; stimulated with forskolin plus potentiator P3; % fluorescence drop versus neutral controls | activity (quench increase), % at 7.58 µM;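 active = mean added fluorescence quench of at least 8% versus neutral control, with both replicates also reaching 8%; inconclusive = only one of the mean or replicate conditions met; inactive = mean below 8% and not both replicates reaching 8%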;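 also: cells transiently co-express mutant CFTR-F508del with the halide-sensitive YFP; corrector assay measuring rescue of mutant channel to the surface after 24 h compound exposure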
miR-122 sensor = inhibitors of miR-122 in Huh7 cells; Huh7 miR-122 Renilla luciferase sensor, 48 h; neutral wells = 0, positive control = 100; activation (reporter increase), % at 12.5 µM; 0.3% of 340,000 active; AID 602342;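 active = mean replicate activation score at least 90 and every replicate individually at or above 90; inconclusive = only one of the two criteria met; inactive = neither criterion met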;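 also: higher luciferase means less miR-122 activity so hits act as miR-122 inhibitors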
EWS-Fli inh = inhibitors of EWS/Fli oncoprotein transcriptional activity; 0.67% of 350,000 active; inhibition, % at 12.6 µM; A673 NR0B1-luciferase reporter, viability-normalised; AID 651661;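 active = mean inhibition of at least 50% after viability correction, with every replicate also passing that limit; inconclusive = mean reaches 50% but only one of two replicates passes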;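 also: firefly luciferase signal divided by Alamar Blue viability fluorescence both relative to DMSO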
FN deposit inh = fibronectin deposition inhibition | AH1F fibroblasts, Alexa488-fibronectin deposition fluorescence, overnight | inhibition, % at 12.6 µM | 0.086% of 350,000 active | AID 743247;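 active = mean inhibition across replicates of 30% or more, regardless of how many single replicates reach that level; inconclusive = mean under 30% yet at least half of replicates reach 30%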;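 also: positive control wells lacked labelled fibronectin entirely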
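Material: AH1F fibroblast monolayer depositing Alexa488-labelled fibronectin into matrix / Amount: 10000 AH1F cells per well / Signal: fluorescence 485/525 nm / Medium: DMEM, 2% serum / Compound: single dose, pinned / Incubation: 1 h cell adhesion before compound, then overnight fibronectin incubation / Reagent: Alexa488-FN, 24 nM final / Read-out: inhibition of fibronectin deposition signal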
Active calls of the source: *; u = inconclusive; x = no result given; [ ] = another dose, or the depositor's remark.

SMILES | DENV2 CPE | PAX8 reporter | GSIS activator | CFTR F508del cor | miR-122 sensor | EWS-Fli inh | FN deposit inh
CNC(=S)c1cc(C(C)(C)C)c(O)c(C(C)(C)C)c1 | -3 | -5 | -45 | -0.1 | 1 | 4 | 3
COCc1nnc(NC(=O)c2cc(C(=O)OC)cc([N+](=O)[O-])c2)s1 | -3 | 8 | x | x | x | 15 | -10
C[C@@H]1CN([C@@H](C)CO)C(=O)c2cc(NS(C)(=O)=O)ccc2O[C@H]1CN(C)C(=O)Nc1ccc2c(c1)OCO2 | -4 | x | 16 | -1.3 | 2[16.7 µM] | -12 | x
COc1ccc(C(=O)c2ccccc2O)c(O)c1 | -1 | -10 | x | 1.2 | 0 | -15 | -3
O=C(NCc1ccco1)c1ccc(-c2ccc(Cl)cc2)o1 | 4 | -61 | -42 | 3.0 | -6 | -25 | 2
C[C@@H]1CN([C@@H](C)CO)C(=O)c2cc(NS(=O)(=O)c3cccs3)ccc2O[C@H]1CN(C)Cc1ccc(C(=O)Nc2ccccc2N)cc1 | u | x | 13 | 1.9 | -7[16.7 µM] | 5 | x
COc1ccc(C(=O)N/N=C(\CCC(=O)O)c2ccc(C(C)(C)C)cc2)cc1OC | 6 | 3 | -3 | 1.0 | x | 4 | x
COc1cc(S(=O)(=O)Nc2c(C)cc(C)cc2C)ccc1Cl | x | -31 | x | x | -4 | x | -5
CN(C)S(=O)(=O)c1cc(C(=O)OCCn2cnc3c2c(=O)n(C)c(=O)n3C)ccc1Cl | -5 | 12 | 5 | 0.7 | x | -15 | -1
COc1cc(OC)cc(C(=O)N2CCC(N3CCN(c4ccccc4OC)CC3)CC2)c1 | 4 | 5 | -14 | -2.6 | x | 6 | -3
COC(C[C@H](O)C[C@H](O)COCc1ccccc1)OC | u | 3 | -1 | -1.3 | -3 | -4 | 10
C[C@H]1CN([C@@H](C)CO)C(=O)c2cccc(NC(=O)C3CCOCC3)c2O[C@@H]1CN(C)C | 40* | -7 | 16 | -1.7 | 7[16.7 µM] | -5 | x
Cc1cc(=O)oc2c(C)c3occc3cc12 | -3 | -43 | 11 | 1.2 | x | 4 | 5
CC(=O)N1CCN(C23CC4CC(CC(C4)C2)C3)CC1 | 10 | 8 | -12 | 1.2 | -3 | 1 | 4
c1ccc(Nc2nc(N3CCCC3)nc(N3CCOCC3)n2)cc1 | 0 | -36 | -7 | -1.4 | x | 7 | 5
C[C@H](CO)N1C[C@H](C)[C@H](CN(C)C(=O)Cc2cccnc2)Oc2cc(C#CC3(O)CCCC3)ccc2S1(=O)=O | 10 | 3 | 7 | x | -7[16.7 µM] | 2 | -8
O=C(C[C@H]1CC[C@H]2[C@@H](COC[C@H](O)CN2C(=O)Nc2ccc(Cl)c(Cl)c2)O1)NCc1ccccc1 | -14 | 48 | -15 | 4.5 | -10[16.7 µM] | -1 | -13
C[C@@H]1CN([C@H](C)CO)C(=O)c2ccccc2-c2ccccc2CO[C@H]1CN(C)C(=O)CCN(C)C | 9 | -41 | 9 | -1.2 | x | -3 | -9
Nc1[nH]c(C(=O)c2ccccc2)c(-c2ccccc2C(F)(F)F)c1C(=O)NCc1cccc2ccccc12 | 13 | -14 | -11 | 0.4 | x | -13 | -5
CC(C)OC(=O)c1cc(-c2ccc(C=O)o2)ccc1Cl | -9 | -33 | -5 | x | x | 0 | 1
Cc1ccc(-c2csc3ncn(CC(=O)NCC(c4ccco4)N4CCCC4)c(=O)c23)cc1 (stereo not given) | -6 | 8 | x | 0.7 | 0 | 5 | -4
COc1cc(C2CC(c3c(C)cc(C)[nH]c3=O)=NN2c2ccccc2F)cc(OC)c1OC (stereo not given) | 2 | 2 | -5 | 0.9 | 13 | 21 | -4
CCN1c2ccccc2NC2C1C(C(C)=O)C(=O)N2c1ccc(Cl)cc1 (stereo not given) | 7 | x | 9 | 0.2 | x | 8 | x
Cc1sc2nc(CSCC(=O)Nc3ccc(N4CCOCC4)cc3)[nH]c(=O)c2c1C | -6 | -2 | -1 | 2.8 | -2 | -6 | 3
OC1(c2ccccc2)CN(c2ccccc2)C2=[N+]1CCS2 (stereo not given) | -7 | 3 | x | x | x | 9 | 0

New compounds follow:
SMILES | DENV2 CPE | PAX8 reporter | GSIS activator | CFTR F508del cor | miR-122 sensor | EWS-Fli inh | FN deposit inh
CCN(Cc1nc(-c2cccc(Cl)c2)no1)CC1CCCO1 (stereo not given) | 0 | -4 | 5 | 0.6 | -3 | -10 | 11
FC(F)(F)C(F)(F)c1nc2nc(Cl)c(Cl)nc2[nH]1 | 4 | -11 | 11 | -1.5 | -1 | -2 | 19
CNC[C@@H]1OCCCC[C@H](C)Oc2ccc(N(C)C)cc2C(=O)N([C@H](C)CO)C[C@H]1C | x | -6 | -7 | -2.0 | 12[16.7 µM] | -9 | x
COc1ccc(C#Cc2ccc([C@H]3[C@@H](CO)N4CCCCN(C(=O)Nc5ccccc5)C[C@H]34)cc2)cc1 | 14 | 86* | -21 | -2.7 | -36[16.7 µM] | 17 | x
C[C@H](CO)N1C[C@H](C)[C@@H](CN(C)C(=O)Nc2ccccc2)OCCCC[C@H](C)Oc2ccc(NS(=O)(=O)c3cccs3)cc2C1=O | -4 | 6 | 13 | -0.1 | 5[16.7 µM] | -5 | 5
COc1ccc(/C=C/C(=O)N2CCN(c3ccccn3)CC2)c(OC)c1OC | 3 | 10 | -4 | 2.1 | 4 | 4 | -1
COC(=O)C[C@@H]1C[C@H]2c3cc(NC(=O)CN(C)C)ccc3O[C@H]2[C@@H](CO)O1 | -8 | -43 | 8 | 2.1 | 23[16.7 µM] | -10 | x
Cc1cc(OC(C)C(=O)NCC2CCC(C(=O)O)CC2)c2c(C)cc(=O)oc2c1 (stereo not given) | 19 | x | 12 | 2.2 | -9 | -5 | x
Cc1nnc(NC(=O)CN2CCN(Cc3ccccc3)CC2)s1 | 9 | -1 | -1 | -1.8 | -1 | 2 | 1
O=C(Nc1ccccc1)c1ccccc1OCc1cccc([N+](=O)[O-])c1 | -2 | -3 | 12 | x | x | 4 | 9
C[C@@H]1CN([C@@H](C)CO)C(=O)c2cc(-c3cccc(C#N)c3)cnc2O[C@@H]1CN(C)Cc1ccncc1 | 4 | x | 7 | 1.5 | -3[16.7 µM] | -2 | -2
O=C(C1CCN(S(=O)(=O)c2cccc([N+](=O)[O-])c2)CC1)N1CCOCC1 | -2 | -2 | 1 | 1.0 | x | 0 | 1
CC1CCN(S(=O)(=O)c2ccc3c(c2)N(CC(=O)NCCCOC(C)C)C(=O)CO3)CC1 | -1 | 9 | 2 | -4.4 | -7 | 0 | 15
COC(=O)Cn1c(=NC(=O)CSCC(=O)Nc2cc(C)on2)sc2cc(C(=O)OC)ccc21 | 1 | 8 | -6 | 1.6 | -4 | 1 | 0
C[C@@H]1CCCCO[C@H](CN(C)C(=O)c2ccncc2)[C@H](C)CN([C@@H](C)CO)C(=O)c2cc(NS(C)(=O)=O)ccc2O1 | -5 | x | 17 | -0.1 | 1[16.7 µM] | -11 | x
COc1ccccc1CN(C)C[C@@H]1OCc2cn(nn2)CCCC(=O)N([C@@H](C)CO)C[C@H]1C | x | 11 | 3 | 0.9 | -2[16.7 µM] | -2 | 2
CC1=[N+](CC(=O)NC(C)(C)C)CCc2ccccc21 | -3 | 28 | 0 | 0.4 | x | -2 | 0
COc1cccc(C(=O)NC(C)c2ccc(Br)cc2)c1 (stereo not given) | -6 | -2 | -23 | x | x | -4 | -7
CCOc1cc(/C=N/N=C2/NC(=O)C(CC(=O)O)S2)ccc1OCc1ccccc1Cl (stereo not given) | x | 3 | -2 | x | x | x | -2
O=C(COC(=O)c1ccccc1Cl)NC1CCCCCC1 | 9 | -43 | 7 | 4.3 | -2 | 1 | -5
CCN1C/C(=C/c2cccc([N+](=O)[O-])c2)C(=O)/C(=C/c2cccc([N+](=O)[O-])c2)C1 | x | 56 | -22 | x | 22 | x | -5
O=C(CSc1ccc(-c2ccccn2)nn1)N1CCCc2ccccc21 | x | 8 | -2 | -3.5 | 3 | -11 | -1
CCC(=O)N1CCN(c2ccccc2NC(=S)NC(=O)c2cccc([N+](=O)[O-])c2)CC1 | -2 | 2 | -12 | x | x | 17 | 7
O=C(O)c1ccc(Cn2c(SCc3cc(=O)n4cc(Br)ccc4n3)nc3ccsc3c2=O)cc1 | 1 | -1 | 3 | 0.7 | x | -4 | -5
CCOC(=O)c1c(C)nc(C)c(C(=O)OCC)c1-c1ccccc1 | 2 | x | -1 | -0.4 | -4 | -1 | x

More structures:
SMILES | DENV2 CPE | PAX8 reporter | GSIS activator | CFTR F508del cor | miR-122 sensor | EWS-Fli inh | FN deposit inh
CCCCN(C(=O)c1ccc2ccccc2c1)c1c(N)n(CCCC)c(=O)[nH]c1=O | -1 | -14 | 2 | 3.2 | -9 | -2 | 6
O=C(CSc1nc2ccccc2s1)N1N=C(c2cccs2)CC1c1ccc(F)cc1 (stereo not given) | x | 29 | -13 | x | -2 | x | -5
Nc1cc(N)nc(SCc2ccccc2)n1 | x | -92 | x | x | -6 | x | -6
CCOC(=O)Cn1c(CN2CCOCC2)nc2c1c(=O)n(C)c(=O)n2C | -6 | -3 | -1 | 3.0 | x | 3 | -3
CSc1nc2c(c(=O)[nH]1)C(c1cccc(Br)c1)CC(=O)N2 (stereo not given) | x | -7 | 3 | 2.1 | x | 8 | -6
O=C1c2ccccc2C(=O)N1CSc1nnc(Nc2ccccc2)s1 | -9 | -2 | 0 | 2.6 | -6 | -3 | -2
Cc1ccc(/C=N/NC(=O)c2ccc(-c3ccccc3)cc2)o1 | -9 | -11 | 16 | 1.0 | -3 | -6 | -7

Another view of some results above.
mol	DENV2 CPE	PAX8 reporter	GSIS activator	CFTR F508del cor	miR-122 sensor	EWS-Fli inh	FN deposit inh
O=C(CSc1ccc(-c2ccccn2)nn1)N1CCCc2ccccc21	x	8	-2	-3.5	3	-11	-1
CCC(=O)N1CCN(c2ccccc2NC(=S)NC(=O)c2cccc([N+](=O)[O-])c2)CC1	-2	2	-12	x	x	17	7
O=C(O)c1ccc(Cn2c(SCc3cc(=O)n4cc(Br)ccc4n3)nc3ccsc3c2=O)cc1	1	-1	3	0.7	x	-4	-5
CCOC(=O)c1c(C)nc(C)c(C(=O)OCC)c1-c1ccccc1	2	x	-1	-0.4	-4	-1	x
CCCCN(C(=O)c1ccc2ccccc2c1)c1c(N)n(CCCC)c(=O)[nH]c1=O	-1	-14	2	3.2	-9	-2	6
O=C(CSc1nc2ccccc2s1)N1N=C(c2cccs2)CC1c1ccc(F)cc1 (stereo not given)	x	29	-13	x	-2	x	-5
Nc1cc(N)nc(SCc2ccccc2)n1	x	-92	x	x	-6	x	-6
CCOC(=O)Cn1c(CN2CCOCC2)nc2c1c(=O)n(C)c(=O)n2C	-6	-3	-1	3.0	x	3	-3
CSc1nc2c(c(=O)[nH]1)C(c1cccc(Br)c1)CC(=O)N2 (stereo not given)	x	-7	3	2.1	x	8	-6
O=C1c2ccccc2C(=O)N1CSc1nnc(Nc2ccccc2)s1	-9	-2	0	2.6	-6	-3	-2
Cc1ccc(/C=N/NC(=O)c2ccc(-c3ccccc3)cc2)o1	-9	-11	16	1.0	-3	-6	-7
